# Screening results as filed in PubChem BioAssay.
# MC4R barr agon – human MC4R agonism via beta-arrestin | 360,000 tested, 0.98% active | activation, % at 8.9 µM | U2OS MC4R beta-arrestin complementation, luminescence; percent of melanotan II response, DMSO zero | AID 540308;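 active = activation above a per-plate cutoff, the mean activation of sample wells on that plate plus 3 SD, cut at about 8% in these data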
# LMP1 NFkB inh – inhibitors of Epstein-Barr LMP1-induced NF-kappaB reporter; LMP1-induced NF-kappaB luciferase reporter cells, luminescence; inhibition, % at 12.5 µM; 350,000 tested, 0.69% active; AID 504558; in the data active = inhibition above about 41%;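 also: 0% = neutral control wells and 100% = reference inhibitor control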
# LRH-1 inv ag – suppresses constitutive activity of human LRH-1. AID 602396. HEK293T StAR-luciferase reporter, LRH-1 transfected, 24 h. 360,000 tested, 0.13% active. inhibition, % at 3.6 µM;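 active = inhibition above the mean inhibition of all tested compounds plus 3 SD, cut at about 73% in these data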;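 also: 0% = DMSO wells and 100% = reporter-only cells lacking LRH-1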
# MC4R antag cAMP – blocks human MC4R cAMP signaling. MC4R-expressing cells, MTII-stimulated cAMP, LANCE TR-FRET. P32245. AID 540295. inhibition, % at 6.5 µM. 360,000 tested, 0.48% active;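 active = inhibition above its plate's cutoff, the mean of tested wells on that plate plus 3 SD, cut at about 29% in these data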;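 also: 0% = Melanotan II alone and 100% = Melanotan II plus saturating MCL0020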
#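 Material: U2OS-MC4R stable cell line | Reagent: Melanotan II challenge after compound preincubation | Doses: One concentration, 6.5 µM nominal | Incubation: 30-min compound preincubation, 1-h Melanotan II challenge, 1-h detection, room temperature | Signal: TR-FRET cAMP assay | Replicates: One well per compound, no replicates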
# TLR9-MyD88 block – blocks human TLR9 binding to MyD88 | Q9NR96+Q99836 | AID 504734 | inhibition, % at 4.98 µM | CHO BLA complementation TLR9-MyD88, CCF4 FRET ratio | 340,000 tested, 0.21% active;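 active = inhibition above the mean over all tested compounds plus 3 SD, cut at about 21% in these data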;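 also: 0% = DMSO only wells and 100% = clavulanate BLA inhibitor control wells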
# NR2F2 inh – blocks human COUP-TFII nuclear receptor | inhibition, % at 8.6 µM | AID 686940 | HEK293T NGFI-A luciferase reporter, luminescence | P24468 | 370,000 tested, 0.7% active;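 active = inhibition above a per-plate cutoff, mean inhibition of test wells between control levels plus 3 SD, cut at about 38% in these data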;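 also: cells cotransfected with COUP-TFII expression vector driving the NGFI-A reporter; 0% = median of COUP-TF2 test wells and 100% = reporter-only cells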
# SRC2 inh – human SRC2 (NCOA2) inhibition | 370,000 tested, 0.17% active | inhibition, % at 9 µM | Q15596 | HEK293 GAL4-SRC2 luciferase reporter, luminescence;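 active = inhibition above the mean inhibition of all tested compounds plus 3 SD, set per campaign, cut at about 52% in these data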;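 also: 0% = DMSO treated cells and 100% = cells given Gossypol at 36 µM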
# NOD2-RIPK2 inh – blocks binding of human NOD2 to RIPK2 | O43353 | CHO BLA complementation NOD2-RIPK2, CCF4 ratio | inhibition, % at 4.98 µM | 360,000 tested, 0.38% active; in the data active = inhibition above about 21%;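 also: 0% = vehicle only and 100% = reference blocker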
# SRC1 inh – human NCOA1 inhibition; HEK293 GAL4-SRC1 luciferase reporter, luminescence; 360,000 tested, 0.12% active; inhibition, % at 3.6 µM; Q15788;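 active = inhibition above the campaign mean plus 3 SD, with each screening campaign given its own cutoff, cut at about 60% in these data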;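 also: 0% = DMSO treated cells and 100% = gossypol at 36 µM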
# SRC3 inh – human NCOA3 inhibition; Q9Y6Q9; HEK293 GAL4-SRC3 luciferase reporter, luminescence; inhibition, % at 3.6 µM; 360,000 tested, 0.17% active; AID 588352;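 active = inhibition above a per-campaign cutoff, the mean of all compounds plus 3 SD, cut at about 60% in these data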;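 also: 0% = DMSO-treated cells and 100% = gossypol-treated cells at 36 µM; higher means less SRC3-driven luciferase light from the GAL4 reporter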
# ABHD5 PLIN5 PPI – blocks binding of human ABHD5 to perilipin-5. Q00G26+Q8WTS1. Split G. princeps luciferase complementation, luminescence, 4 h. inhibition, % at 4 µM. 360,000 tested, 0.78% active;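 active = inhibition above the mean inhibition across every tested compound plus 3 SD, cut at about 22% in these data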;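 also: 0% = DMSO only wells and the 100% control is not disclosed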
# Target sequence (Q00G26 whole entry, looked up): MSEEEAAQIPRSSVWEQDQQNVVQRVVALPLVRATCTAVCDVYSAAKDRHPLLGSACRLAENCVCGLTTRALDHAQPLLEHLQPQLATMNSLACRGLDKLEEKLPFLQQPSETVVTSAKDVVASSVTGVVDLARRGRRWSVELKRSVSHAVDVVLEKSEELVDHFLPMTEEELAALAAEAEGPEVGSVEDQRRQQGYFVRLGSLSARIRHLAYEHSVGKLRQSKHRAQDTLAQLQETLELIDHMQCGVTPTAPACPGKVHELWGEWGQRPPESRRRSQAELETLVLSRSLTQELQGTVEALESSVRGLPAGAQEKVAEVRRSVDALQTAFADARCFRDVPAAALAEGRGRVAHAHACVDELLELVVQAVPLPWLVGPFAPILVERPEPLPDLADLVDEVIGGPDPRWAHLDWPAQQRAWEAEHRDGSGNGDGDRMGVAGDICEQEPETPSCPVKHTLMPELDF
# Target sequence (Q8WTS1 whole entry, looked up): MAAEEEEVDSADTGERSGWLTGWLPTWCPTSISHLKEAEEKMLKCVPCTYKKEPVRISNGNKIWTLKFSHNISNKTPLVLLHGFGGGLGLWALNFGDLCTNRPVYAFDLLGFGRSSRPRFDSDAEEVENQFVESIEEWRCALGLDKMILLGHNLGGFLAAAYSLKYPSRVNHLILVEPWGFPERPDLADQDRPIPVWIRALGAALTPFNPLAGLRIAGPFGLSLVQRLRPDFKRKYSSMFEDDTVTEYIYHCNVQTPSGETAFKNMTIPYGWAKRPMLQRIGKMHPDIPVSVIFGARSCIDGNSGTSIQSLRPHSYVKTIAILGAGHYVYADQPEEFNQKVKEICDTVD
# * marks the source's active call; other numbers are inactive results; x = no result given. A portion of the library; rates above refer to the full screens.
1	COc1ccc(-c2nnc(SCC(=O)N3CCN(c4ccccc4)CC3)o2)cc1OC
2	Cc1ccc(-c2cc(-c3ccc(C)cc3O)[nH]n2)cc1
3	CC(=O)Nc1cccc(C(=O)OCC(=O)N2CCN(C(=O)COC(=O)c3cccc(NC(C)=O)c3)CC2)c1
4	CSc1nc(-c2ccc(Cl)cc2)c(C#N)c(=O)n1C
5	CC1CCN(S(=O)(=O)c2ccc3ncn(CC(=O)N4CCN(C)CC4)c(=O)c3c2)CC1
6	Nc1ccc2nc(-c3cc(Cl)c(N)c(Cl)c3)[nH]c2c1
7	Cc1ccc(N(Cc2ccccc2)C(=O)c2cc(S(=O)(=O)N3CCOCC3)ccc2Cl)cc1
8	COc1cccc(-c2csc(N3CCN(S(=O)(=O)c4ccc(F)cc4)CC3)n2)c1

Compound	1	2	3	4	5	6	7	8
MC4R barr agon	0.3	3.8	0.9	-2.1	-1.1	-0.7	-1.1	1.8
LMP1 NFkB inh	13	-81	2	7	-12	-42	6	13
LRH-1 inv ag	4	-161	43	-10	5	-45	-7	30
MC4R antag cAMP	-2	17	13	7	0	-7	5	20
TLR9-MyD88 block	-14	-12	-9	-13	9	-7	-4	-7
NR2F2 inh	-5	-68	17	-4	8	-50	10	5
SRC2 inh	-5	-25	-8	-8	-20	-66	21	4
NOD2-RIPK2 inh	-6	16	-6	-7	4	8	-3	5
SRC1 inh	-2	-84	2	-2	-35	-57	3	9
SRC3 inh	22	-134	1	5	12	-96	-2	-1
ABHD5 PLIN5 PPI	-1	-10	3	1	4	6	-4	-10

9	Cc1cc(C)cc(NC(=O)c2ccc(CN3CCc4ccccc4C3)cc2)c1
10	O=C(Cc1ccc(NS(=O)(=O)c2cccc(C(F)(F)F)c2)cc1)NCCN1CCOCC1
11	Cn1c(=O)[nH]c(=O)c2c1nc(SCCCO)n2CCCc1ccccc1
12	COc1cccc2cc(C(=O)c3ccccc3)oc12
13	O=C(NC(=S)NNC(=O)c1ccccc1O)c1ccco1
14	Cc1csc(NC(=O)c2ccccc2O)n1
15	O=C(c1ccc2c(c1)OCCO2)C1CCN(C(=O)c2ccc(F)cc2)CC1
16	O=C(Nc1nc2ccccc2[nH]1)c1ccc(Cl)c([N+](=O)[O-])c1

Compound	9	10	11	12	13	14	15	16
MC4R barr agon	1.5	-2.1	-1.4	-2.1	-1.4	1.6	0.5	0.9
LMP1 NFkB inh	15	3	2	0	12	-10	-8	-13
LRH-1 inv ag	14	-6	1	-26	-22	-94	1	-20
MC4R antag cAMP	-5	5	-12	16	11	-2	7	23
TLR9-MyD88 block	0	-1	3	-2	-10	-4	-7	-4
NR2F2 inh	-16	-14	-10	-13	-1	-25	-3	-29
SRC2 inh	9	-1	-20	-6	13	-22	-7	-7
NOD2-RIPK2 inh	-11	-2	0	-4	1	-15	7	4
SRC1 inh	-8	-15	-8	-13	-7	-45	-10	-86
SRC3 inh	12	-11	-14	-6	3	-43	7	-81
ABHD5 PLIN5 PPI	-2	7	-3	-6	3	-1	-9	0

17	CCNC(=O)N1CCN(S(=O)(=O)c2ccc3c(c2)OCCCO3)CC1
18	COc1ccc(CNC(=O)c2ccc(=O)oc2)cc1OC
19	CC(C)CC(=O)N=Nc1c(O)[nH]c2ccccc12
20	CC#CCN1c2ccccc2[C@]23C[C@@H](C(=O)OC)N(C(=O)c4ccco4)C2=NC(C(=O)OC)=C(C(=O)OC)[C@H]13
21	CC(C)CCNC(=O)C1CC(c2cccc(F)c2)=NO1 (configuration not stated)
22	CCSc1ccc(-c2nn(-c3ccccc3)cc2/C=C(/C#N)C(=O)NCCCOC)cc1
23	Cc1ccc(S(=O)(=O)N2C[C@@H]3[C@H]4CC[C@H](C4)[C@@H]3[C@@H](C)[C@H]2c2ccn(Cc3ccccc3)c2)cc1
24	O=C(NCCCN1CCOCC1)NC1CCCCC1

Compound	17	18	19	20	21	22	23	24
MC4R barr agon	-0.2	-0.6	-1.1	1.4	1.3	22*	1.0	-0.3
LMP1 NFkB inh	1	4	-1	12	1	-11	-1	-5
LRH-1 inv ag	7	-8	-7	-21	-35	2	-6	0
MC4R antag cAMP	8	3	-5	-1	3	-19	1	16
TLR9-MyD88 block	-3	3	-2	2	-2	-4	-11	-22
NR2F2 inh	-3	3	-1	3	-20	-7	8	7
SRC2 inh	16	3	-65	-34	14	8	-14	-5
NOD2-RIPK2 inh	3	-12	6	2	-2	-3	4	-2
SRC1 inh	0	-13	-31	0	-3	0	-7	2
SRC3 inh	17	6	-16	-3	0	2	6	2
ABHD5 PLIN5 PPI	1	2	-13	0	-11	-3	-10	-1

25	C[C@]1(C(=O)NCCc2c[nH]c3ccccc23)C=C[C@@H](Cc2ccccc2)N1C(=O)c1ccccc1
26	O=C(Nc1cc(Cl)ccc1N1CCCCC1)c1cccs1
27	COc1cc(/C=N/NC(=O)c2ccc(Cl)c(S(N)(=O)=O)c2)ccc1OCC(N)=O
28	CC1(C)C2CCC1(C)C1(C2)NC(=O)c2ccccc2O1 (configuration not stated)
29	CCOC(=O)c1ccc(NC(=S)N(CCCN2CCN(C)CC2)Cc2cccs2)cc1
30	C=C1C(=O)[C@]23C[C@H]1CCC2[C@]1(C)CCC[C@@](C)(C(=O)O)C1C[C@@H]3O (some centres not stated)
31	CCCC(=O)Nc1ccc(C=C(C(C)=O)C(C)=O)cc1
32	O=C(Cn1cnc2ccccc21)Nc1cc(C(F)(F)F)ccc1N1CCOCC1

Compound	25	26	27	28	29	30	31	32
MC4R barr agon	0.5	-0.3	-0.2	2.9	-2.5	x	-1.0	0.4
LMP1 NFkB inh	2	8	6	-1	4	x	x	-28
LRH-1 inv ag	-12	-2	-18	10	-9	-6	1	-16
MC4R antag cAMP	9	13	2	8	2	x	6	7
TLR9-MyD88 block	1	3	4	-11	2	x	x	-11
NR2F2 inh	10	1	12	1	-3	16	3	3
SRC2 inh	17	10	18	8	-6	35	2	16
NOD2-RIPK2 inh	11	-3	-13	8	-2	22*	-6	-4
SRC1 inh	-24	-10	9	3	-2	10	10	-3
SRC3 inh	-20	0	0	9	11	11	7	4
ABHD5 PLIN5 PPI	5	-6	2	0	10	51*	-6	1

33	COc1ccc(-c2nc3c(C)cc(Br)cn3c2Cc2cccc(Cl)c2)cc1OC
34	Cc1c(P(=S)(c2ccccc2)c2ccccc2)[n+]2ccccc2n1C/C=C/c1ccccc1
35	CCOc1ccc2oc(C(=O)N(CC)CC(=O)Nc3ccc(NC(C)=O)cc3)c(C)c2c1
36	CCOc1cc(CNn2cn[nH]c2=S)cc(Cl)c1OCc1ccccc1F
37	CC(C)CN1CCC(=O)N(CCN=[N+]=[N-])CC1
38	Cc1ccc(N2C(=O)CC(N3CCSCC3)C2=O)c(C)c1 (configuration not stated)
39	N#C/C(=C\c1cccn1-c1ccccc1)C(=O)NC1CCCCC1
40	CCC(C(=O)N1CCN(Cc2ccc3c(c2)OCO3)CC1)n1nnc2ccccc2c1=O (configuration not stated)

Compound	33	34	35	36	37	38	39	40
MC4R barr agon	x	15*	-0.4	-0.1	-0.2	0.3	-3.2	-0.9
LMP1 NFkB inh	x	x	5	-1	2	-2	-2	9
LRH-1 inv ag	22	47	-10	-2	0	-1	22	7
MC4R antag cAMP	x	15	1	7	5	2	-13	-1
TLR9-MyD88 block	x	x	0	-5	0	5	-6	2
NR2F2 inh	-3	38*	-13	6	-9	0	-10	17
SRC2 inh	-3	-43	-10	13	-18	6	22	5
NOD2-RIPK2 inh	-9	-3	-6	0	4	-8	2	-6
SRC1 inh	11	29	3	-55	6	0	-4	7
SRC3 inh	-8	49	-2	-1	-1	4	17	-2
ABHD5 PLIN5 PPI	-3	19	-3	-9	-10	6	-5	4

41	CCOc1cc(N2CCOCC2)c(OCC)cc1NC(=O)C(C)(C)C
42	C=CCNC(=O)Nc1ccc(Cl)cn1
43	CCO[C@@H]1OC(C(=O)NCc2nc3ccccc3[nH]2)=C[C@H](c2coc3ccccc3c2=O)[C@H]1CCCO
44	COCC1CCN(C(=O)c2cc(COc3cncc(Cl)c3)on2)C1 (configuration not stated)
45	CCOc1ccc(N2C(=O)CSC23CCCCC3)cc1
46	COc1ccc(CCNC(=O)Cc2cc(OCc3ccccc3)c(OC)cc2[N+](=O)[O-])cc1OC
47	O=C(O)C1CC(O)CN1C(=O)c1ccco1 (configuration not stated)
48	O=C(NCC1CC1)c1ccc2c3n(nc2c1)-c1ccc(Cl)cc1CO3

Compound	41	42	43	44	45	46	47	48
MC4R barr agon	-1.9	-0.6	2.0	0.1	-2.4	0.9	-0.6	-0.6
LMP1 NFkB inh	4	-1	-2	x	7	-7	13	-30
LRH-1 inv ag	11	-13	-6	-4	-25	5	-9	-74
MC4R antag cAMP	-3	9	4	7	-3	4	4	10
TLR9-MyD88 block	1	-7	-2	10	7	6	-7	-10
NR2F2 inh	7	-29	-12	15	-1	9	0	-25
SRC2 inh	-10	6	-2	7	-16	-16	-34	-36
NOD2-RIPK2 inh	10	-13	-6	11	9	-21	2	-9
SRC1 inh	1	-1	-14	-4	3	6	1	-28
SRC3 inh	5	-3	-10	-3	13	16	-6	-51
ABHD5 PLIN5 PPI	-6	2	3	7	-4	-1	-11	5

49	NC(=O)C1CCN(c2nc(-c3cccnc3)cs2)CC1
50	COc1ccc(C(=O)Nc2nccs2)cc1[N+](=O)[O-]
51	CO[C@@H]1CN(C)C(=O)c2cc(NC(=O)NC3CCCCC3)ccc2OC[C@@H](C)N(CCc2ccccc2)C[C@H]1C
52	O=C(CN1C(=O)NC2(CCCCCC2)C1=O)N1CCN(c2ccccc2)CC1
53	O=C(C1CCCCC1)N1CCN=C1SCc1cccnc1

Compound	49	50	51	52	53
MC4R barr agon	-1.4	1.2	x	-1.2	-0.2
LMP1 NFkB inh	-8	-2	x	-3	15
LRH-1 inv ag	-4	-19	18	-24	-4
MC4R antag cAMP	2	-7	x	10	8
TLR9-MyD88 block	2	0	x	-3	-1
NR2F2 inh	7	-8	7	12	-14
SRC2 inh	-10	-5	-22	9	-34
NOD2-RIPK2 inh	1	6	1	-4	-10
SRC1 inh	-2	-11	x	-10	12
SRC3 inh	0	-14	x	24	7
ABHD5 PLIN5 PPI	-12	-3	-6	-10	-22
